12-LOX inh: inhibitors of human 12S-lipoxygenase ALOX12; P18054; purified 12hLO, xylenol orange hydroperoxide absorbance; actives 1.1% (n = 580,000); Potency, µM (doses to about 108 µM), for inactives: at the top dose activity change, negative = inhibition, hits mostly inhibitors; active = well fitted inhibition curve with a large enough effect; inconclusive = small, poorly fitted or top-dose-only effect, or another doubt; inactive = no such curve, though single readings can be large or run the other way
Target sequence (P18054 whole entry, looked up): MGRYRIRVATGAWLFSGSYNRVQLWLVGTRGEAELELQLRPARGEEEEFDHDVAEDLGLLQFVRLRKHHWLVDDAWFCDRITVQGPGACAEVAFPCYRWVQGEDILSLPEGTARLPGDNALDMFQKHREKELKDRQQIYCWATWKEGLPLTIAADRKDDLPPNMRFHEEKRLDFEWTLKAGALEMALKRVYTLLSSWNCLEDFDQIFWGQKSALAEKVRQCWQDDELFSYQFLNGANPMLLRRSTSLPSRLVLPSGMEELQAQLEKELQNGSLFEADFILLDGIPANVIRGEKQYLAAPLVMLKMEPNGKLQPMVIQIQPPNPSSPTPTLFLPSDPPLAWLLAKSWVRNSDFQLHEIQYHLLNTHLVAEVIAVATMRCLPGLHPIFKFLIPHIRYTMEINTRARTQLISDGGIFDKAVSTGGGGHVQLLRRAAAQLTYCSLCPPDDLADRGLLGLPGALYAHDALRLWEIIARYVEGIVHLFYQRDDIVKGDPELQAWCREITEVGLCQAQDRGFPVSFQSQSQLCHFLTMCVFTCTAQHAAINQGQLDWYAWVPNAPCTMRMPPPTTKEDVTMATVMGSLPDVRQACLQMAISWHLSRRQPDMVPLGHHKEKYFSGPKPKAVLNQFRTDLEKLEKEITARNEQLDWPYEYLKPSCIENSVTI
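Hydroperoxide product was detected by ferrous iron/xylenol orange as the 573 to 405 nm absorbance ratio. Arachidonic acid at 40 uM (final) was turned over for 30 min at room temperature by 150 nM human 12hLO, pH 7.0 Hepes buffer, after 15 min compound preincubation.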
* hit, by the source's call; ? = inconclusive; & = joins results of further samples; [ ] = remark or other dose. % is set by controls: 0 for no effect and ±100 for the full control effect; potency is the fitted concentration of half-maximal effect. Only part of the results is shown; rates above refer to the full screens.

SMILES	12-LOX inh
CCCCCOc1ccc(C(=O)CCC(=O)O)cc1	?
COC(=O)[C@]12C[C@H](CC(=O)NCCc3ccccc3OC)C(=O)N(Cc3ccccc3)C1=C[C@H](C(C)(C)C)O[C@@H]2C	-6%
CN(C)CCCNCc1cccs1	?
CCO[C@H]1CN(C(=O)CCn2c(C)cc(C)nc2=O)C[C@@H]1O	?
COc1cc(/C=C/c2nc(C#N)c(NCCCN3CCOCC3)o2)cc(OC)c1OC	13%
COc1cccc(OCC(C)CN2CCC(C(O)(c3ccccc3)c3ccccc3)CC2)c1 (stereo not drawn)	?
Cc1nnc([C@@H]2CC(F)(F)CN2C(=O)c2ccc3ncccc3c2)o1	19%
CC(C)(CC(=O)O)CC(=O)N1CC[C@H]2NC(=O)N(c3ccccc3)C(=O)[C@H]21	3%[176 µM]
CC1CC(C)CN(C(=O)c2cc3ccccc3cc2O)C1 (stereo not drawn)	-49%
CN(C)c1ccc(-c2nnnn2[C@H]2CO[C@H]3[C@@H]2OC[C@@H]3NC(=O)CC2(CC(=O)O)CCCC2)cc1	16%
O=C(c1cccnc1)N1CCCC(n2cc(-c3nc(-c4ccccc4)no3)nn2)C1 (stereo not drawn)	40µM*
COc1ccc(S(=O)(=O)N2CCCC(Cc3noc(-c4cnccn4)n3)C2)cc1 (stereo not drawn)	30%
COC(=O)/C=C1\Nc2ccc(Cl)cc2C(=O)NC1=O	-37%
CCOC(=O)c1c(C)n(CC)c2ccc(OC(=O)c3ccccc3)cc12	-5%
COc1ccc(COCC(O)CN(C)Cc2ccc(OC)c(OC)c2)cc1OC (stereo not drawn)	-7%
N#Cc1ccc(CN2CCn3c(nnc3C3CCCNC3)C2)cc1 (stereo not drawn)	43%
O=C(NC[C@H]1OC[C@@H](NC2CCCCC2)[C@@H]1O)C1CCCC1	?
O=C(c1cccc(Br)c1)C(Cl)C(=O)c1cccc(Br)c1	?
COc1ccc(C(=O)N2CCC(C3CCN(S(C)(=O)=O)CC3)C2)c(C)c1 (stereo not drawn)	-7%
COc1ccc(C(=O)/C=C/c2cccc(O)c2)cc1	?
Cc1ccc(CNC2CC2)cc1	-6%
CN(C)C(=O)CNC(=O)Cn1c(=O)c2c(ncn2Cc2ccco2)n(Cc2ccccc2)c1=O	-10%
COc1cccc(-c2cnc3[nH]cc(CC(N)=O)c3c2)c1	11%[176 µM]
O=C(NC1CCCC1)c1cc(-c2ccc(Cl)cc2)nc2ccccc12	-8%
CN(Cc1ccc(F)cc1)Cc1ccc(-c2ccccc2)cc1	46%[176 µM]
O=c1cc(CN2CCN(Cc3ccccc3)CC2)c2cc(Cl)c(O)cc2o1	?
Cc1cccc(CC(=O)N2CC(F)(F)C[C@H]2c2nnc(C3CC3)o2)c1	46%[activator]
Cc1cccc(CN2CCC3(CC2)CCN(Cc2cccc(O)c2)CC3CO)n1 (stereo not drawn)	40%[activator]
Cc1ccc(-c2cc(C(=O)NCCCN(C)C)c3ccccc3n2)cc1C	?
Cc1cc(NC(=O)NCCNc2ccc(C#N)cn2)n(-c2ccccc2)n1	24%
CC(=O)c1sc(Nc2cc(C)cc(C)c2)nc1C	3%
Cn1c(=O)[nH]c(=O)c2c1nc1n(-c3ccc(F)cc3)c(-c3ccccc3)cn21	15%
COc1cccc(NC(=O)Cn2c(-c3ccc(F)cc3)nc(C)c(CCO)c2=O)c1	1%
CCc1noc(-c2ccn3c(CNC(=O)c4cccnc4)nnc3c2)n1	4%
COCC(=O)NC[C@H]1O[C@H](Cc2cc(CN3CCNCC3)on2)CC[C@@H]1O	?
CCc1ccc(N2CC(c3noc(-c4sccc4C)n3)CC2=O)cc1 (stereo not drawn)	-13%
CCOCCOC1CCN(C(=O)Cc2cccnc2)CC1	41%[activator]
O=C(NC1CCN(c2cc(-c3ccc(Cl)cc3)[nH]n2)CC1)c1ccncc1	34%[activator]
Cc1cc(SCC(NC(=O)c2ccccc2)C(=O)O)c2ccccc2n1 (stereo not drawn)	-4%
CC1CCC/C(=C(\C#N)c2nc(-c3ccccc3)cs2)C1 (stereo not drawn)	-15%
COCCNC(=O)N1CCc2n[nH]c(=O)n2CC1	42%
O=C1CCCCC(C(=O)NCC2CCCCC2)N1 (stereo not drawn)	?
C#CCNC(=O)c1nc(-c2cccc(F)c2)c2cnccn12	8%&21%[176 µM]
CC(C)c1ccc(C2C(C#N)=C(N)Oc3c2ccc2ccccc32)cc1 (stereo not drawn)	?
Cc1cnc(C(=O)N(C)Cc2ccc(Cl)s2)cn1	23%
O=[N+]([O-])c1cccc(-n2nc(-c3ccccc3)c3cnc4ccccc4c32)c1	-33%
Cc1cc(-c2cc3c(ccn3C)c(C(=O)NCc3c(C)cc(C)[nH]c3=O)n2)ccn1	77%[activator][176 µM]
Nc1nccnc1C(=O)NCC1CCOC1 (stereo not drawn)	6%
Cc1nc2sccn2c1-c1csc(Nc2ccccc2Cl)n1	?
CN(Cc1ccsc1)C(=O)CCc1cccs1	32%[activator]
CC(=O)N1CCCC1c1nc(C2CN(C(=O)c3ccsc3)C2)no1 (stereo not drawn)	15%
Cc1ccc(C(=O)N2CCN(C(=O)N3CC4CC(C3)[C@H]3CCCC(=O)N3C4)CC2)cn1 (stereo partly drawn)	15%
NC1CCc2nn(CC3CC3)c(=O)n2CC1 (stereo not drawn)	29%
CCNC(=O)N[C@H]1[C@H](O)[C@H](O)C[C@@H]1c1ccc(C)cc1	-10%[176 µM]
CN(C1CCCCCC1)S(=O)(=O)c1ccc2oc(=O)ccc2c1	?
O=C(NNC(=O)C1CCCC1)c1cccc2ncccc12	-3%
O=C(c1ccccc1F)N1CCC(c2nc(C3CCOCC3)no2)CC1	16%
O=C(NC(O)C(=O)c1ccc(F)cc1)c1ccccc1 (stereo not drawn)	-6%
CC(C)CCNC(=O)Cn1ccn2nc3c(c2c1=O)CCCC3	7%
CN(Cc1ccccc1)Cc1cc(CC2(NCc3ccc(F)cc3)COC2)no1	18%[176 µM]

Further results:
SMILES	12-LOX inh
CC(C)C(=O)N1CCC(Oc2ccccc2)C1 (stereo not drawn)	?
O=C(NCc1ccccc1)c1ccc2c(c1)n(Cc1ccc(F)cc1)c(=O)c1ccnn12	?
COc1ccc(N2CC3(C2)CN(c2ccccc2)C(=O)O3)cc1OC	-7%[176 µM]
COCCOCc1nc(C2CCN(C(=O)Nc3ccc(C(=O)OC)cc3)CC2)no1	40%[activator]
COC(=O)CC(NC(=O)c1ccc2c(c1)OCCO2)c1ccc(F)cc1 (stereo not drawn)	-19%
O=C(NCCc1noc(C2CC2)n1)c1ccc2c(c1)OCO2	0%
CCn1ncc(C(=O)N2CCCCCCNC(=O)CC2)c1C	38%[activator]
Cc1cccc(NC(=O)CN2C(=O)NC(c3ccccc3Cl)C3=C2COC3=O)c1 (stereo not drawn)	-3%
CCCCCc1ccc(-c2ccc(C34CCC(CC)(CC3)CC4)cc2)nc1	71%[activator]
O=C(Nc1ccccc1)c1cc2n(n1)CCN(C(=O)CCn1cnnn1)C2	3%
CC(=O)Nc1ccc(/C=C/C(=O)N(C)C(C)c2ccc(C)s2)cc1 (stereo not drawn)	?
COc1ccc(CN2C[C@H](O)C[C@H]2c2nc(Cc3ccc(F)cc3Cl)no2)c2ccccc12	?
COc1ccccc1-c1cc(-c2cccc([S+](C)(=O)[O-])c2)c2onc(C)c2n1	?
O=C(Cn1cc(C(F)(F)F)cc(Cl)c1=O)Nc1ccccc1Br	-46%
O=c1[nH]c(=O)n(CC2CCCO2)c2nccc(-c3cccc4ccccc34)c12 (stereo not drawn)	-14%
Cc1[nH]cnc1C(=O)N1CCC2(CC1)CC(C(=O)O)N(C(=O)C1CC1)C2 (stereo not drawn)	7%
N#CCn1nc2n(c1=O)CCN(C(=O)NCCc1ccccc1)CC2	43%[activator]
O=C(CN1C(=O)CNC1=O)N1C[C@H](CO)C[C@H](CN2CCOCC2)C1	11%
CC(NC(=O)c1csc(N2CCN(c3ccccc3F)CC2)n1)c1ccccc1 (stereo not drawn)	1%
CC(=O)C1CCC2C3C=CC4=CC(=O)CCC4(C)C3CCC12C (stereo not drawn)	-2%
CN(C)c1ccc(C(=O)NC2CCCN(c3cc(-c4ccc(F)cc4)[nH]n3)C2)cc1 (stereo not drawn)	36%[activator]
O=C(NCCCN1CCCC1)C1CCNCC1	10%
Cc1ccc(NC(=O)N2CCCC(Cn3c(C4CC4)nc4cccnc43)C2)cc1F (stereo not drawn)	-8%
COc1cccc(CN(C)CC(=O)NC2CCCCCC2)c1OC	-28%
CCOCc1nc(C2CCCN(C(=O)c3cccc(C)c3)C2)no1 (stereo not drawn)	-3%
C[S+](=O)([O-])N1CCn2cc(C(=O)N3CCOCC3)nc2C1	3%[6.33 µM]
CSCC(=O)N1CCC(C2CCN(C(C)=O)CC2)C1 (stereo not drawn)	49%[activator]
Cn1cnc2cc(-c3cccc(C(F)(F)F)c3)cc(C(=O)NCc3cccnc3)c21	21%[176 µM]
C[C@@H]1CN([C@@H](C)CO)C(=O)CCCn2cc(nn2)CO[C@H]1CN(C)C(=O)Nc1ccccc1F	18%
O=C1NCc2ccccc2CC12CCCN2Cc1ccc(Cl)cc1 (stereo not drawn)	?
Cc1cccc(C)c1NC(=O)C(C)Sc1ccc2c(c1)OCCCO2 (stereo not drawn)	29%
OC(c1ccc2c(c1)CN(Cc1ccc3nsnc3c1)CCO2)C1CCCCC1 (stereo not drawn)	?
Cc1ccc(-n2c(C3CCN(C(=O)c4ccc(F)cc4)CC3)n[nH]c2=O)cc1	56%[activator]
CCC(=O)Nc1sc2c(c1C#N)CCC(CC)C2 (stereo not drawn)	?
CCCCn1c(SCC(N)=O)nc2c1c(=O)[nH]c(=O)n2C	?
CN(Cc1ccccc1)C(=O)CCc1ccnc(N2CCOCC2)c1	32%
CNC(=O)[C@@H](c1ccccc1)N1CCC[C@H]1C(=O)N1CCC1	?
[O-][n+]1ccn(O)c1	-8%
CC(C)N[C@H]1C[C@@H](Cc2cc(CN3CCOCC3)on2)C1(C)C	34%[activator][176 µM]
COC(=O)[C@]12C[C@H](CC(=O)NCc3ccccc3)C(=O)N(CCC3=CCCCC3)C1=C[C@H](C(C)(C)C)O[C@@H]2C	-20%
CS(=O)(=O)N1CCN(C(=O)CNc2cc(Cl)ccc2F)CC1	6%
Cc1cc(C)c(S(=O)(=O)NCCn2c(C)cnc2C2CC2)c(C)c1	12%
CCCN1CCC(NC(=O)C23CC4CC(CC(C4)C2)C3)CC1	-19%
O=C(CCc1ccco1)OCC(=O)c1ccc2c(c1)OCO2	?
CC1(C)C(=O)N(Cc2ccccc2)[C@H]2CN(Cc3cccc(OC(F)(F)F)c3)C[C@@H]2[S+]1(=O)[O-]	-13%
Cc1nn(-c2ccc(C(C)C)cc2)c(C)c1[C@@H]1C=C[C@@H](NC(=O)CC2(CC(=O)O)CCCC2)C1	9%
O=C(c1cccc(F)c1)N1CCN(c2cc(-c3cccs3)[nH]n2)CC1	4%
Clc1ccccc1C1(c2ccnc(NC3CC3)n2)CCNCC1	?
CS(=O)(=O)N(Cc1cccnc1)C1CN(C(=O)CC2CCCCC2)C1	28%
COc1ccc(Nc2nc(-c3cc4cc(Br)ccc4oc3=O)cs2)cc1OC	-10%
Cc1noc(C)c1S(=O)(=O)N1C[C@@H](C(=O)O)[C@H](c2ccccn2)C1	-3%
Cc1noc(C)c1CC(=O)NC1CCc2nn(CC3CC3)c(=O)n2CC1 (stereo not drawn)	5%
COC(=O)c1c(C)[nH]c(-c2csc(NC3CC3)n2)c1C	32µM*
O=C1CC(c2ccccc2F)Cc2nc(N3CCN(c4cccc(C(F)(F)F)c4)CC3)ncc21 (stereo not drawn)	2%
O=S(=O)(NC[C@H]1OC[C@@H](NCc2cccnc2)[C@@H]1O)c1ccccc1	-7%[176 µM]

By substructure, those above with an aryl methoxy group.
SMILES	12-LOX inh
COC(=O)[C@]12C[C@H](CC(=O)NCCc3ccccc3OC)C(=O)N(Cc3ccccc3)C1=C[C@H](C(C)(C)C)O[C@@H]2C	-6%
COc1cc(/C=C/c2nc(C#N)c(NCCCN3CCOCC3)o2)cc(OC)c1OC	13%
COc1cccc(OCC(C)CN2CCC(C(O)(c3ccccc3)c3ccccc3)CC2)c1 (stereo not drawn)	?
COc1ccc(S(=O)(=O)N2CCCC(Cc3noc(-c4cnccn4)n3)C2)cc1 (stereo not drawn)	30%
COc1ccc(COCC(O)CN(C)Cc2ccc(OC)c(OC)c2)cc1OC (stereo not drawn)	-7%
COc1ccc(C(=O)N2CCC(C3CCN(S(C)(=O)=O)CC3)C2)c(C)c1 (stereo not drawn)	-7%
COc1ccc(C(=O)/C=C/c2cccc(O)c2)cc1	?
COc1cccc(-c2cnc3[nH]cc(CC(N)=O)c3c2)c1	11%[176 µM]
COc1cccc(NC(=O)Cn2c(-c3ccc(F)cc3)nc(C)c(CCO)c2=O)c1	1%
COc1ccc(N2CC3(C2)CN(c2ccccc2)C(=O)O3)cc1OC	-7%[176 µM]
COc1ccc(CN2C[C@H](O)C[C@H]2c2nc(Cc3ccc(F)cc3Cl)no2)c2ccccc12	?
COc1ccccc1-c1cc(-c2cccc([S+](C)(=O)[O-])c2)c2onc(C)c2n1	?
COc1cccc(CN(C)CC(=O)NC2CCCCCC2)c1OC	-28%
COc1ccc(Nc2nc(-c3cc4cc(Br)ccc4oc3=O)cs2)cc1OC	-10%

Screening data (PubChem BioAssay)
